Vif-A3G inh = blocks the Vif interaction with human APOBEC3G. Q9HC16. HeLa A3G-eYFP + Vif (tagged APOBEC3G with the HIV-1 protein that degrades it), YFP fluorescence, overnight. Potency, µM (top dose mostly 46.1 µM), without a hit: at the top dose activity, negative = active, usual class: inhibitors. 410,000 tested, 0.076% active;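 further: on the % scale 0 is the no-effect control and ±100 the full control effect; nearly all actives have a fitted effect of over 60% in size; hits raise eYFP signal because A3G escapes Vif-driven loss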
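Read-out is eYFP fluorescence (Ex 488/Em 500-530) from Vif-expressing HeLa A3G-eYFP cells; more signal means A3G escaped Vif-mediated degradation. Cells plated overnight, compound pinned in, incubated overnight at 37 deg C.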
USP1 inh = blocks the human USP1/UAF1 deubiquitinase complex | O94782 | recombinant USP1/UAF1, Ub-Rhodamine cleavage fluorescence | Potency, µM (series often up to 57.1 µM), inactives show top-dose activity change, negative = inhibition, most hits filed as inhibitors | 390,000 tested, 0.23% active | AID 743255; further: on the % scale 0 is the no-effect control and ±100 the full control effect; nearly all actives have a fitted effect of over 60% in size; inactives centre near -12
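USP1/UAF1 complex (1 nM) preincubated 15 min at room temperature with compound, then Ub-Rho substrate (150 nM final) added. Kinetic fluorescence at 480/540 nm over 6 reads at 60 s intervals; 50 mM HEPES pH 7.8, 0.5 mM EDTA, 0.1 mg/ml BSA, 1 mM TCEP, 0.01% Tween-20.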
Vif-APOBEC3F blk = inhibitors of Vif-A3F interaction; HeLa A3F-eYFP + Vif (tagged APOBEC3F with the HIV-1 protein that degrades it), YFP fluorescence increase; Potency, µM (series often up to 46.1 µM), for inactives: at the top dose activity, negative = active; 390,000 tested, 0.2% active; AID 602313; further: % of control where 0% means no effect; nearly all actives have a fitted effect of over 65% in size
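HeLa cells stably expressing Vif plus C-terminally eYFP-tagged A3F were seeded, incubated overnight at 37 deg C, dosed with compound, incubated overnight again at 37 deg C. Yellow fluorescence (Ex 488/Em 500-530) reported blocked Vif-mediated A3F-eYFP degradation.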
mIDH1 inhibitor = inhibitors of human mutant IDH1 R132H; O75874; Potency, µM (series often up to 76.6 µM), for inactives: at the highest dose activity change, negative = inhibition, most hits filed as inhibitors; 390,000 tested, 0.093% active; AID 602179; IDH1-R132H enzyme, NADPH consumption, diaphorase/resazurin fluorescence; further: on the % scale 0 is the no-effect control and ±100 the full control effect; nearly all actives have a fitted effect of over 65% in size
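IDH1-R132H (0.5 ug/mL) preincubated 30 min with compound, then NADPH (0.016 mM) and alpha-KG (2 mM) added; 80 min at RT, pH 7.5. Remaining NADPH coupled via diaphorase/resazurin to fluorescence (540/590 nm); concentration-response curves normalized to no-enzyme control.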
RXFP1 agonist = RXFP1 (human) receptor agonism; 370,000 tested, 0.3% active; Potency, µM (top dose mostly 57.5 µM), without a hit: top-dose activation, most hits filed as activators; HEK293T-RXFP1 cAMP TR-FRET, 30 min; response scale: percent of porcine relaxin response, buffer zero; AID 2676; Q9HBX9; further: on the % scale 0 is the no-effect control and ±100 the full control effect; nearly all actives have a fitted effect of over 60% in size; many of its hits are not listed in these tables
Target sequence (Q9HBX9 whole entry, looked up): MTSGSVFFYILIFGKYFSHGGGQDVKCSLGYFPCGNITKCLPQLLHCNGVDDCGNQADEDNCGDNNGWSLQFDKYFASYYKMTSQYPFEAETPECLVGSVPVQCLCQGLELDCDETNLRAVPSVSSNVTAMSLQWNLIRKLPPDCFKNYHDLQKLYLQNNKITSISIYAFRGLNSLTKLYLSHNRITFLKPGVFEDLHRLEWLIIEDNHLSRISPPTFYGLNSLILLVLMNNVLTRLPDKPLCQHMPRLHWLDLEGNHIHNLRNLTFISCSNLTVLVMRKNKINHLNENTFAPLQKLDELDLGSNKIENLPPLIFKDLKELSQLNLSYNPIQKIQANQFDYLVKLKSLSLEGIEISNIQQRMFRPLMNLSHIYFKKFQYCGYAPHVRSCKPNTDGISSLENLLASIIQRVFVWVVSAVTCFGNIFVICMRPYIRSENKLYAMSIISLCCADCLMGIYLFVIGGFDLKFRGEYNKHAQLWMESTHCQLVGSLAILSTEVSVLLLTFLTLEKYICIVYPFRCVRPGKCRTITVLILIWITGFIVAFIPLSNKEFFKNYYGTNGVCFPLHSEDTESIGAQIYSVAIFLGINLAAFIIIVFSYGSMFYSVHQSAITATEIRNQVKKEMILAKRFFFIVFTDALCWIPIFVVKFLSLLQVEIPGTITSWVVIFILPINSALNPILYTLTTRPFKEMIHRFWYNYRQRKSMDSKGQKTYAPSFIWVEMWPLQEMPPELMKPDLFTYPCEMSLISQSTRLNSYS
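cAMP rise read by TR-FRET after 30 min, 37C compound exposure (up to 58 uM) in RXFP1-transfected HEK293 cells with Ro 20174 present. EC50 from Hill-equation fits, with 29 nM porcine relaxin as 100% and buffer as basal.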
ALOX12 inh = inhibitors of human 12S-lipoxygenase ALOX12; Potency, µM (titrated, usually from 108 µM), inactives show at the top dose activity change, negative = inhibition, most hits filed as inhibitors; purified 12hLO, xylenol orange hydroperoxide absorbance; P18054; 580,000 tested, 1.1% active; further: on the % scale 0 is the no-effect control and ±100 the full control effect
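Hydroperoxide product was detected by ferrous iron/xylenol orange as the 573 to 405 nm absorbance ratio. Arachidonic acid at 40 uM (final) was turned over for 30 min at room temperature by 150 nM human 12hLO, pH 7.0 Hepes buffer, after 15 min compound preincubation.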
TrxR1 inh = blocks rat thioredoxin reductase 1; recombinant rTrxR1, NADPH fluorescence consumption, selenite substrate; AID 588453; O89049; 390,000 tested, 1% active; Potency, µM (doses to about 114 µM), inactives show top-dose activity change, negative = inhibition, actives largely listed as inhibitors; further: on the % scale 0 is the no-effect control and ±100 the full control effect; nearly all actives have a fitted effect of over 65% in size
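Rat TrxR1 (90 nM in the dispensed reagent) was pre-reduced with 400 uM NADPH for 5 min at room temperature, then incubated with compound for 15 min. After 400 uM selenite was added, NADPH fluorescence (Ex 340/Em 450 nm) was followed for 8 min.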
RGS4 inhibitor = blocks human RGS4-accelerated GTP hydrolysis; P49798; Transcreener GDP fluorescence polarization, RGS4-accelerated GTP hydrolysis; Potency, µM (highest dose often 114 µM), without a hit: at the top dose activity change, negative = inhibition, actives largely listed as inhibitors; 390,000 tested, 0.039% active; further: on the % scale 0 is the no-effect control and ±100 the full control effect; nearly all actives have a fitted effect of over 75% in size; some results filed as inactive show a strong effect at the top dose
Target sequence (P49798 whole entry, looked up): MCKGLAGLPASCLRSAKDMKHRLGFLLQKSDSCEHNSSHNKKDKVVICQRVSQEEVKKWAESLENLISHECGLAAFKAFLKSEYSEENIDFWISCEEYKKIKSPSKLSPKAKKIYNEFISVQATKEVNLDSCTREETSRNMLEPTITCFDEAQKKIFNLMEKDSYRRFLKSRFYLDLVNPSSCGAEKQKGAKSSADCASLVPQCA
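MLSMR compounds (23 nl, pin-transferred) preincubated 10 min at room temperature with a 500nM (2x) first reagent, then RGS4 at 900nM (2x) plus Transcreener GDP mix added; fluorescence polarization (620/688 nm) read before and after 90 min at 30 °C.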
TrxR1 substrate = substrates of rat thioredoxin reductase 1; 390,000 tested, 0.01% active; Potency, µM (titrated, usually from 114 µM), without a hit: at the highest dose activity change, negative = substrate turnover; purified TrxR1 substrate turnover, NADPH consumption readout; further: on the % scale 0 is the no-effect control and ±100 the full control effect; nearly all actives have a fitted effect of over 50% in size
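Rat TrxR1, dispensed at 90 nM, was prereduced with 400 uM NADPH (final) for 5 min at ~22 deg C, then incubated with compound 15 min before 400 uM selenite. A first-read NADPH fluorescence drop versus no-compound background flagged substrates.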
Numbers without * were called inactive; u = inconclusive; x = not tested or not shown; & = joins results of further samples; [ ] = remark or other dose. The call rests on the fitted dose curve; in most records, active means well fitted curve in the direction sought with a large enough effect; inconclusive means small, poorly fitted or top-dose-only effect, or another doubt; inactive means no such curve, though single readings can be large; an effect the other way counts as inactive or inconclusive. Potency means the concentration at half of the fitted maximal effect.

SMILES | Vif-A3G inh | USP1 inh | Vif-APOBEC3F blk | mIDH1 inhibitor | RXFP1 agonist | ALOX12 inh | TrxR1 inh | RGS4 inhibitor | TrxR1 substrate
CN1CCN(C(=S)NC(=O)c2cccc([N+](=O)[O-])c2)CC1 | 1% | u | u | 2% | 0.5% | u | -6% | -26% | 5%
COc1ccc(CNS(=O)(=O)NCc2ccccc2F)cc1 | 1% | -4% | 4% | 0% | 6.1% | -10% | 10%[57.1 µM] | 3% | -4%
CC(=O)Oc1ccc(C(=O)Nc2ccccc2NC(=O)c2ccc(OC(C)=O)cc2)cc1 | -3% | -15% | 0% | -3% | -3.5% | -5% | 15% | 9% | -3%
COC(=O)C(CCSC)NC(=O)Cn1ncc2c(=O)oc3ccccc3c21 (stereo not given) | -1% | -20% | -3% | 11% | 0.0% | -1% | 3%[57.1 µM] | 0% | 7%[57.1 µM]
CCc1ccccc1NC(=O)CN1CCCN(Cc2cc(C)ccc2C)S1(=O)=O | 1% | -5% | 1% | 2% | 1.4% | -30% | 31% | -9% | 3%
CCN(CCCNC(=O)c1cc2cc3cc(OC)ccc3nc2s1)c1ccccc1 | 7% | -23% | 0% | 4% | 3.0% | -12% | 16% | -18% | -8%
CC(C)(C)[C@@H]1COC(=O)[C@@H](Cc2ccc(F)cc2)CC/C=C\C[C@@H](CC(=O)N(CCO)Cc2ccccc2)C(=O)N1 | -1% | -25% | 9% | 4% | x | 9% | 2%[57.1 µM] | -23% | -6%[57.1 µM]
CCOC(=O)c1c(NC(=O)Cn2nnc(-c3ccc(Cl)cc3)n2)sc(CC)c1C | -8% | 1% | -4% | -2% | -1.0% | 0% | 12% | -26% | -3%
COC(=O)c1ccccc1NN=Nc1ccccc1[N+](=O)[O-] | -1% | -25% | 2% | -1% | x | -16% | x | x | x
Cn1cccc1CC(=O)N/N=C/c1ccc(Cl)c([N+](=O)[O-])c1 | 1% | -26% | -4% | -1% | -0.2% | -7% | -16% | -15% | 0%
Cc1ccc(CCNC(=O)CN2CCN(Cc3ccccc3F)C2=O)cc1 | 2% | -15% | -9% | 2% | 0.8% | 25% | 9%[57.1 µM] | -20%[11.4 µM] | 8%[57.1 µM]
CCOC(=O)c1ccc(NC(=O)CSc2nccn2-c2cc(C)cc(C)c2)cc1 | 0% | -25% | 3% | 0% | 2.0% | 2% | 28%[57.1 µM] | u | 0%[57.1 µM]
O=C(/C=C/c1ccco1)c1ccc(NC(=O)C23CC4CC(CC(C4)C2)C3)cc1 | -9% | -4% | -13% | -7% | -3.6% | u | u | u | -8%
Cc1cccc(C)c1NC(=O)CSc1nnnn1-c1ccc(C(=O)O)cc1 | -1% | -21% | 0% | 5% | 1.8% | 0% | 20%[57.1 µM] | -27% | 14%[57.1 µM]
Cc1cccc(NC(=O)CN(C)C(=O)c2ccc(N3CCCCCC3)c([N+](=O)[O-])c2)c1C | 0% | -5% | 6% | 5% | x | -6% | 8%[57.1 µM] | 0% | -7%[57.1 µM]
CNC(=S)N/N=C/c1ccco1 | 4% | -21% | u | -15% | 3.4% | u | u | 35%[11.4 µM] | -10%
CCc1nn(CC(=O)NCCCc2ccccc2)c(=O)c2cc3cc(F)ccc3n12 | -1%&4% | -17%&-25% | -18%&-6% | 1%&10% | 2.4%&0.7% | u | 28%&12% | -33%&17% | 10%&2%
CC(Sc1nnc(-c2cccnc2)n1-c1ccccc1)C(=O)NCc1ccc2c(c1)OCO2 (stereo not given) | -1% | 3% | -3% | 0% | 1.0% | -11% | 31% | 25% | 6%
Cc1ccnc(N2CCC(C(=O)NNC(=O)c3ccccc3)CC2)n1 | 0% | -12% | -3% | 1% | 1.2% | 0% | -5% | 1% | 15%
COc1ccc(OC)c(NC(=O)CCc2c(C)nn(-c3ccc(N4CCCC4)nn3)c2C)c1 | -4% | -11% | 2% | 5% | 3.0% | -7% | 0%[57.1 µM] | -18% | -2%[57.1 µM]
COCCNC(=S)NNC(=O)c1ccc(-n2cnnn2)cc1 | -3% | -17% | -3% | -2% | -1.5% | 12% | 22%[57.1 µM] | -2% | -4%[57.1 µM]
COc1ccc(OC)c(NC(=O)N2CCC(CN3CCCCC3)CC2)c1 | -2% | 10% | -10% | -14% | 1.0% | -16% | 9% | -1% | -6%
CCCCSc1nnc2c(n1)OC(c1ccc(C)s1)Nc1ccccc1-2 (stereo not given) | -11% | u | 3% | 5% | -1.5% | -13% | 28% | -5% | -1%
COc1ccc(C(=O)Cn2cnc3ccccc3c2=O)cc1OC | -5% | -19% | -5% | 0% | 2.5% | -20% | 8% | -19% | 0%
C=CCN=C1SC(CC)C(=O)N1S(=O)(=O)c1ccc(C)cc1 (stereo not given) | -1% | -17% | -9% | 3% | -0.9% | 0% | 13% | -49% | 9%[57.1 µM]

Sorted by molecular weight (high to low): part of the list above.
SMILES | Vif-A3G inh | USP1 inh | Vif-APOBEC3F blk | mIDH1 inhibitor | RXFP1 agonist | ALOX12 inh | TrxR1 inh | RGS4 inhibitor | TrxR1 substrate
CCc1ccccc1NC(=O)CN1CCCN(Cc2cc(C)ccc2C)S1(=O)=O | 1% | -5% | 1% | 2% | 1.4% | -30% | 31% | -9% | 3%
Cc1ccc(CCNC(=O)CN2CCN(Cc3ccccc3F)C2=O)cc1 | 2% | -15% | -9% | 2% | 0.8% | 25% | 9%[57.1 µM] | -20%[11.4 µM] | 8%[57.1 µM]
COc1ccc(OC)c(NC(=O)N2CCC(CN3CCCCC3)CC2)c1 | -2% | 10% | -10% | -14% | 1.0% | -16% | 9% | -1% | -6%
COc1ccc(C(=O)Cn2cnc3ccccc3c2=O)cc1OC | -5% | -19% | -5% | 0% | 2.5% | -20% | 8% | -19% | 0%
CNC(=S)N/N=C/c1ccco1 | 4% | -21% | u | -15% | 3.4% | u | u | 35%[11.4 µM] | -10%

(cont.)
SMILES | Vif-A3G inh | USP1 inh | Vif-APOBEC3F blk | mIDH1 inhibitor | RXFP1 agonist | ALOX12 inh | TrxR1 inh | RGS4 inhibitor | TrxR1 substrate
O=C1C(=O)N(CCN2CCOCC2)C(c2ccc([N+](=O)[O-])cc2)/C1=C(/O)c1ccc2c(c1)OCO2 (stereo not given) | -1% | -3% | -31% | 3% | -2.7% | u | -23% | -4% | -12%
Cc1ccnc(NS(=O)(=O)c2ccc(NC(=O)c3ccc(S(=O)(=O)N4CCOCC4)cc3)cc2)n1 | -5% | -22% | -1% | -2% | 5.5% | -8% | -13% | -13% | -9%
COc1cccc(C2(O)CC(C(F)(F)F)=NN2C(=O)c2ccccn2)c1 (stereo not given) | 2% | 1% | 8% | 0% | 0.0% | 4% | -6% | 10% | -6%
COc1cc(C(C(=O)NC(C)(C)C)N(C(=O)CNC(=O)c2cccs2)c2cccnc2)cc(OC)c1OC (stereo not given) | 2% | -10% | 2% | 25% | 2.3% | -6% | 19%[57.1 µM] | -13% | 12%[0.0914 µM]
O=C(O)C1C2C=CC(C2)C1C(=O)Nc1cccc(Cl)c1 (stereo not given) | -3% | -10% | 6% | 2% | -0.1% | 5% | 11% | 9% | 8%
COC(=O)c1ccc(C)c(NS(=O)(=O)c2ccc(OC)c(OC)c2)c1 | -28% | -8% | -3% | 11% | 2.0% | 0% | 16% | 40% | 8%
COc1ccc(CCNc2ccc(S(=O)(=O)N3CCCC3)cc2[N+](=O)[O-])cc1 | 0% | -14% | -1% | 5% | -2.6% | -2% | 1%[57.1 µM] | 16% | 2%[57.1 µM]
N#CC1=C(N)N(c2ccc(Cl)c(Cl)c2)C(=O)C1 | -3% | -13% | -8% | 0% | 0.4% | 90%[activator] | 2% | -5% | -3%
CC(OC(=O)c1cc(Cl)ccc1[N+](=O)[O-])C(=O)NC(C)c1ccc(F)cc1 (stereo not given) | 1% | -14% | -12% | -6% | 1.3% | u | 3% | 16% | -3%
O=C(Nc1ccc(-c2cn3c(n2)SCC3)cc1)c1ccc2c(c1)OCO2 | -6% | -6% | u | 0% | 0.1% | 2% | 28%[57.1 µM] | -9% | -11%[57.1 µM]
Cc1ccc([N+](=O)[O-])c2cccnc12 | 0% | -6% | 2% | 6% | -0.8% | 0% | -23% | 0% | -13%
CCN1C(=O)c2ccccc2S(=O)c2ccc(C(=O)N3CCN(c4cccc(C)c4)C(C)C3)cc21 (stereo not given) | -5% | -20% | 4% | 19% | 3.3% | u | 6% | -19% | 3%
Cc1cc2cc3c(cc2nc1SCC(=O)N1CCN(C(=O)c2ccco2)CC1)OCO3 | -1% | -2% | -8% | -6% | 4.1% | u | u | 6% | -10%[57.1 µM]
COCCCn1[nH]c2c3c(ccc2c1=O)C(=O)c1ccccc1C3=O | -6% | -22% | -7% | 8% | -0.7% | u | 2% | -31% | -8%
COc1ccc(OCC(=O)N2CCN(C(=O)Cc3ccccc3)CC2)cc1 | 1% | 2% | -5% | 17% | 0.1% | -23% | -5% | 25% | -7%

From PubChem

An excerpt; the hit share may differ from the screen's.
